phage Ecoli inh: E. coli growth loss with phage present. 0.26% of 360,000 active. growth absorbance. AID 651602. inhibition, % at 11.9 µM; in the data active means inhibition above about 11%
AddAB inh: less growth of phage-infected E. coli with AddAB. E. coli expressing H. pylori AddAB, absorbance growth. inhibition, % at 11.9 µM. 0.29% of 330,000 active. AID 435030; in the data active means inhibition above about 12%;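 further: 0% = vehicle wells of infected cells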
CAL PDZ FP-1: blocks peptide binding to the human CAL PDZ domain | Q9HD26 | purified CAL PDZ, TMR-peptide fluorescence polarization, 1 h | inhibition, % at 24.9 µM | 0.92% of 300,000 active | AID 602252;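 active means mean inhibition of at least 30% with at least half of replicates also reaching 30%; inconclusive means no clear call, values can overlap the other calls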;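 further: 0% = DMSO neutral control and 100% = excess unlabeled competitor peptide PRC23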
SR-BI HDL uptake: inhibitors of mouse SR-BI mediated HDL lipid uptake | Q61009 | ldlA[mSR-BI] CHO cells, DiI-HDL uptake fluorescence, 3 h | inhibition, % at 12.5 µM | 0.96% of 320,000 active | AID 488896;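 active means mean replicate inhibition of at least 70% and a set share of replicates each scoring 70 or more; inconclusive means meets just one of the two criteria; inactive means fails both criteria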;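 further: 0% = median of neutral control wells and 100% = median of positive control wells; values of inactives mirror those of a sister screen read the other way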
Target sequence (Q61009 whole entry, looked up): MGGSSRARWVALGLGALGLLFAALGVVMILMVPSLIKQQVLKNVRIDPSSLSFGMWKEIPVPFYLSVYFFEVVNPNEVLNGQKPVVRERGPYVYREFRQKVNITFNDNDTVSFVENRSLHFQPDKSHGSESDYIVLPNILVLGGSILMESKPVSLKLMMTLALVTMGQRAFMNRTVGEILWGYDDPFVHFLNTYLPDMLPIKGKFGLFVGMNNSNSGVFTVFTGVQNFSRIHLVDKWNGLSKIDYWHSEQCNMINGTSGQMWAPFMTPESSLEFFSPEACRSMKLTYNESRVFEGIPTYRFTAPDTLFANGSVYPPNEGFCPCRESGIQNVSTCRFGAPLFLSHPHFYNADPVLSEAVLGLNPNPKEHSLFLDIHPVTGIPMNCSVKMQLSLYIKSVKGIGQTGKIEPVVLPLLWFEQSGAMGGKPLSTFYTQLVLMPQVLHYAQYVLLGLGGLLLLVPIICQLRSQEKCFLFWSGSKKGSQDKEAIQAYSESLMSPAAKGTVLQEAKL
Wnt bcat act: activates Wnt/beta-catenin signaling in a reporter cell assay | activator, plate reader | activation, % at 9.35 µM | 1.2% of 300,000 active; in the data active means activation above about 30%, passing the limit was not always enough; inconclusive means no clear call, values can overlap the other calls;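 further: 0% = neutral control wells and 100% = positive control wells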
Tat transport: E. coli Tat transport inhibition; E. coli MC4100 TorA-mCherry Tat export, fluorescence; inhibition, % at 10 µM; 0.036% of 340,000 active; AID 488895;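 active means mean replicate inhibition at least 50% and at least half of replicates individually reaching 50%; inconclusive means only one of the two criteria met; inactive means neither criterion met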;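 further: exported cargo escapes ClpAP degradation while cytoplasmic cargo is degraded and loses fluorescence; 0% = median of neutral control wells and 100% = median of NaSCN control wells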
SR-BI uptake up: SR-BI HDL lipid transfer activation; CHO ldlA[mSR-BI] cells, DiI-HDL uptake fluorescence, 3 h; 100 = double the neutral-control signal; activation, % at 12.5 µM; 0.096% of 320,000 active;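 active means mean replicate activation of at least 60% and every replicate at or above 60%; inconclusive means mean or all-replicate condition met, but not both; inactive means mean below 60% and not all replicates reaching 60%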;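 further: 0% = median plate neutral-control signal and 100% = twice that signal; values of inactives mirror those of a sister screen read the other way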
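Test system: SR-BI-overexpressing, LDLR-lacking CHO cells; Medium: Ham's F12 with 0.5% BSA, HEPES 25 mM, pH 7.4; Schedule: 3 h, 37 °C; Technique: bottom-read fluorescence, 550/595 nm.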
Ecoli viability: counter-screen for AddAB inhibitors: E. coli growth inhibition; E. coli V3065 growth, OD600 absorbance, 18 h; inhibition, % at 11.9 µM; 0.27% of 330,000 active;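 active means inhibition above the campaign's mean inhibition across all tested compounds plus 3 SD, cut at about 9.9% in these data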;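 further: uninfected addAB+ strain grown without phage in ampicillin broth; 0% = DMSO wells and 100% = ciprofloxacin 0.95 µg/ml wells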
CAL PDZ FP-2: human CAL PDZ-peptide interaction inhibition; inhibition, % at 20 µM; AID 504414; 0.02% of 330,000 active; purified CAL PDZ, TMR-peptide fluorescence polarization, 1 h;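 active means highest replicate inhibition of at least 40%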;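 further: plate controls were DMSO neutral control wells for no effect and unlabeled competitor peptide control wells for full effect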
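material = purified tagged CAL PDZ domain construct (CerCALP) | buffer or medium = sodium phosphate/NaCl buffer pH 7.4 with TCEP, IgG, Thesit | reagent = TMR-labelled reporter peptide T*-PRC34 bound in PDZ groove | incubation = 1 h room-temperature incubation prior to read | measured by = fluorescence polarization (mP) | evaluation = percent inhibition from loss of millipolarization | control set = unlabelled peptide and DMSO controls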
MITF TRPM1 HTS: MITF TRPM1 promoter activation in melanoma cells; 0.75% of 300,000 active; SK-MEL-5 TRPM1-promoter luciferase, 24 h; % of positive control, neutral wells = 0; activation, % at 12.5 µM;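 active means mean activation of at least 80% with every replicate also reaching 80%; inconclusive means mean reaches 80% but some replicate falls short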;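 further: 0% = neutral control wells and 100% = parthenolide positive control wells; values of inactives mirror those of a sister screen read the other way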
Numbers without * were called inactive; ? = inconclusive; · = no result given.

Compound	phage Ecoli inh	AddAB inh	CAL PDZ FP-1	SR-BI HDL uptake	Wnt bcat act	Tat transport	SR-BI uptake up	Ecoli viability	CAL PDZ FP-2	MITF TRPM1 HTS
O=C(Cc1ccc(S(=O)(=O)N2CCCCC2)s1)Nc1ccc(F)c(F)c1	4.1	1.6	-1	18	-3	8	-18	0.4	-0.5	12
CCOC(=O)N1CCN(C(=O)c2ccc(NS(=O)(=O)c3ccc4[nH]c(=O)[nH]c4c3)cc2)CC1	5.4	-0.5	·	-6	0	0	6	-1.8	-0.5	6
CCC(=O)c1ccc(OCC(=O)N2CCCC2)c(OC)c1	2.2	0.9	·	-15	0	-3	15	-0.2	1.0	·
Cc1cccc(NC2SC(=O)N(CC(=O)O)C2=O)c1 (centres undefined)	-1.6	1.3	1	-24	·	-2	24	3.4	-1.8	16
Cc1c(C(=O)NCC2CCCO2)cccc1[N+](=O)[O-] (centres undefined)	0.7	2.1	-2	2	·	-3	-2	0.2	0.2	0
Cc1nc2n(COCCO)cnn2c(=O)c1Br	2.6	1.6	-3	-11	3	-4	11	1.6	-0.8	7
COc1cccc(N2CCN(C(=O)c3ccc(CS(=O)Cc4ccc(C)cc4)o3)CC2)c1 (centres undefined)	3.0	6.0	-4	-17	-1	4	·	0.2	-2.3	3
O=C1OC(Nc2nc(-c3ccc(F)cc3)cs2)c2ccccc21 (centres undefined)	0.7	·	-4	-12	-3	-7	12	·	·	8
CS(=O)(=O)N(CCc1ccccc1)CC(=O)N1CCCCC1	2.1	4.1	-1	-19	0	9	19	0.2	0.0	-8
CN(Cc1nc2ccccc2c(=O)[nH]1)C(=O)c1cccc(S(=O)(=O)N2CCCCCC2)c1	1.8	-0.1	·	-14	-3	2	14	-1.4	-1.2	10
Cc1noc(NS(=O)(=O)c2ccc(N/C=C\C(=O)c3ccc(F)cc3)cc2)c1C	5.9	7.9	5	0	-1	-3	0	5.5	-0.2	4
O=c1[nH]c(/C=C/c2cccc([N+](=O)[O-])c2)c([N+](=O)[O-])c(=O)[nH]1	-0.8	0.6	-4	-8	0	4	8	-2.2	1.2	-9
O=C(O)C1Cc2ccccc2CN1S(=O)(=O)c1ccc2ccccc2c1 (centres undefined)	2.5	-1.9	7	-2	·	-4	2	-2.0	-0.7	-2
Cc1cc(C)c(S(=O)(=O)N2CCN(C(=O)c3ccccc3OCc3c(C)noc3C)CC2)c(C)c1	0.6	·	3	28	-9	3	-28	·	-1.5	-6
CCC(C(=O)NC1CCN(C)CC1)c1ccccc1 (centres undefined)	2.5	0.2	-4	-9	-1	-9	9	0.0	-1.8	3
Cc1c(C(=O)O)c2cc(O)ccc2n1-c1ccccc1	1.1	1.4	-4	-12	-1	-8	12	-4.0	-0.5	3
COc1ccc(C2=CSC3=NNC4(CCCCC4)NN23)cc1	2.0	1.9	1	21	7	5	-21	2.8	-2.0	19
Cc1ccccc1/C=N/N1C(=O)CSC1=S	5.7	3.9	-1	-15	2	3	15	8.3	-0.9	-6
COc1cccc(NC(=S)N(CCN(C)C)C(C)c2cccnc2)c1 (centres undefined)	0.3	4.5	1	-21	3	-4	21	1.1	0.1	22
Cc1oc2c(C)c3oc(=O)c(CCC(=O)NCCCN4CCCC4=O)c(C)c3cc2c1C	3.5	1.9	-5	14	0	-7	-14	-0.5	-0.7	·
O=C(CSc1nnc2c(Cl)cc(C(F)(F)F)cn12)NCc1ccc(F)cc1	2.6	2.3	-4	-1	-4	-4	1	0.7	0.1	8
CN(C1CCCCC1)S(=O)(=O)c1ccc(NC(=O)C2CCCCC2C(=O)O)cc1 (centres undefined)	1.5	4.0	-1	3	-2	-3	-3	-1.6	0.0	-4
CN1CCc2c(sc(NC(=O)c3ccc(S(=O)(=O)N4CCOCC4)cc3)c2C(N)=O)C1	·	-2.7	·	-4	·	-5	4	-1.4	-1.1	4
O=C(CSc1n[nH]c(=O)n1C1CC1)c1c[nH]c2ccccc12	0.9	3.6	8	24	2	2	-24	2.6	-1.0	3
O=C(c1ccco1)N1CCN(C(=O)c2cnn3c(C(F)(F)F)cc(-c4cccs4)nc23)CC1	1.5	-1.6	-3	38	·	5	-38	0.1	-4.1	1
Cc1cccc(OCC2=NS(=O)(=O)c3ccccc3N2)c1	0.6	1.0	3	-3	10	1	3	0.8	-0.3	22
O=C(CCSc1ccccc1)NC1CCCC1	3.2	0.8	-4	-10	?	-3	10	-1.5	0.6	6
COc1ccc(-c2nc(NC(C)=O)sc2-c2ccccc2)cc1	0.8	0.2	-1	68	3	8	-68	0.2	0.5	-16
CN(C)c1ccc(C(CNS(=O)(=O)c2ccc(F)cc2)c2c[nH]c3ccccc23)cc1 (centres undefined)	-0.8	5.6	2	-2	3	17	2	1.3	0.2	-18
O=C(NCC1CCCO1)C(c1cccs1)N(Cc1cccs1)C(=O)Cn1nnc(-c2cccs2)n1 (centres undefined)	0.9	1.6	-2	0	-7	-4	0	0.0	·	-6
S=c1[nH]nc(-c2ccccc2Cl)n1/N=C/C=C/c1ccco1	0.6	-3.0	·	·	-1	·	·	-3.0	·	·
COC(=O)c1c(NC(=O)CSc2ncnc3ccccc23)sc(C)c1C	0.1	3.8	1	4	-1	2	-4	0.4	-1.7	-23
Cc1cc(C)n(/N=C/c2ccc(O)cc2)c(=O)c1C#N	3.1	0.0	-3	-24	0	1	24	-1.6	-0.1	2
O=C(CCOc1cccc(Br)c1)Nc1ccc(F)c(S(=O)(=O)N2CCOCC2)c1	5.6	·	-6	10	-3	3	-10	·	-3.7	-4
O=S(=O)(N/N=C\C=C\c1ccccc1)c1ccccc1	1.2	3.0	3	-34	2	-9	34	0.1	-0.3	6
COC1(OC)C(=N/O)/C(=N\O)CCC1O (centres undefined)	1.7	-0.6	-3	-34	-3	-17	34	0.5	-1.4	2
COc1ccccc1NC(=S)NC1CCC(CC2CCC(NC(=S)Nc3ccccc3OC)CC2)CC1 (centres undefined)	2.6	2.1	25	43	-1	-8	-43	5.3	-2.0	-6
CCC(CC)NC(=O)c1cc2c(C)nn(Cc3ccccc3Cl)c2s1	2.4	-1.2	-4	41	1	3	-41	-3.0	-1.2	10
COc1c2c(nc3ccccc13)OC(C(C)(O)COC(C)=O)C2 (centres undefined)	2.8	0.9	-2	-12	2	2	12	-1.1	-1.5	8
Cc1ccc(S(=O)(=O)NC2CCCCCC2)cc1C(N)=O	1.9	1.5	0	-24	-2	-3	24	-0.4	-1.5	11
COc1ccc(CCNC(=O)C(=O)c2c[nH]c3ccccc23)cc1OC	4.1	·	1	17	1	11	-17	·	-1.2	·
COC(=O)CCC(=O)OC1(C)C(=O)C=C2C=C(C3CC3)N(C3CCCC3)C=C2C1=O (centres undefined)	1.9	1.4	2	-19	-1	-2	19	-2.2	0.0	2
O=C(O)c1cc([N+](=O)[O-])cc2c1nnn2O	3.4	0.4	·	-9	0	6	9	-1.4	-0.3	-1
O=C(NN=C1CCCCC1)NC1CCCCC1	2.8	3.1	0	-11	6	4	11	-1.6	0.5	1
O=C(CSc1nc(-c2ccccc2)cc(=O)[nH]1)N1CCOCC1	1.0	-0.8	-6	-3	-2	5	3	-0.9	-7.8	-2
Cc1ccc(NC(=O)/C(=C\c2cccc([N+](=O)[O-])c2)NC(=O)c2cccs2)cc1	1.7	-2.0	-1	33	-6	-4	-33	-2.7	-0.2	·
C=CCN1C(=O)C(=O)N(CC(=O)c2ccc3c(c2)CCCC3)C1=O	3.7	0.4	-1	-7	-2	11	7	1.6	-0.5	21
Cc1csc(SCC(=O)c2c(N)n(CC(C)C)c(=O)n(C)c2=O)n1	0.4	1.9	-3	12	·	-8	-12	0.9	-0.6	-21
CC(Sc1nc2c(c(=O)[nH]1)CCCC2)C(=O)Nc1ccccc1C#N (centres undefined)	1.8	3.2	-4	-10	-3	8	10	-1.9	-2.1	-9
CCN(CC(=O)Nc1ccc(NC(C)=O)cc1)C(=O)C12CC3CC(CC(Cl)(C3)C1)C2	-2.1	0.3	-1	-7	-1	6	7	0.5	-0.3	-19
O=C(CCCN1C(=O)C(c2ccccc2)Oc2cccnc21)Nc1ccccc1Cl (centres undefined)	1.1	1.2	-3	-10	-2	2	10	-1.8	-1.1	3
CCOC(=O)CN1CC23C=CC(O2)C(C(=O)Nc2ccc4c(c2)OCO4)C3C1=O (centres undefined)	1.4	-0.5	·	-11	7	-17	11	-0.9	0.2	24
O=C1NC(=O)/C(=C\c2ccc(Cl)cc2Cl)N1	2.3	·	6	38	-2	-5	-38	·	-0.3	3
CCC(=O)Nc1ccc(C(=O)NNC(=O)Cc2ccccc2)cc1	2.9	3.0	-3	-24	-2	-1	24	-0.1	-0.6	4
CNc1nc(C)c(C(=O)OCc2ccccc2)s1	2.2	2.9	-3	2	14	-8	-2	1.2	-0.5	·
Cc1ccc(Cc2cnc(N3C(=N)SC(C)C3=O)s2)cc1 (centres undefined)	-5.9	-4.2	0	-10	-2	-1	10	-6.1	-1.7	16
COc1ccc(C)cc1-n1nnnc1SCc1nc2ccccc2c(=O)[nH]1	-2.4	-0.7	5	13	-2	-8	-13	-2.8	-0.5	-5
O=C(c1cncs1)N1CCCC(CNS(=O)(=O)c2cccs2)C1 (centres undefined)	1.3	6.6	0	-5	-1	-7	5	-1.0	-0.4	3
COc1cc(C2CC(=O)Oc3cc(C)c(Br)c(C)c32)cc(OC)c1OC (centres undefined)	1.4	-0.2	-1	-26	-1	1	26	1.1	-2.5	0
CC(C)(C)NS(=O)(=O)c1ccc(CCC(=O)N2CCCC2)cc1	2.0	0.4	5	-2	-7	-1	2	1.1	-1.0	12

Continuation.
Compound	phage Ecoli inh	AddAB inh	CAL PDZ FP-1	SR-BI HDL uptake	Wnt bcat act	Tat transport	SR-BI uptake up	Ecoli viability	CAL PDZ FP-2	MITF TRPM1 HTS
CCC1Oc2ccc(C)cc2N(CC(=O)N(Cc2ccncc2)Cc2ccco2)C1=O (centres undefined)	1.5	4.1	-2	10	-2	6	-10	-1.4	-1.2	·
Cc1ccc(NC(=O)c2sc(N)nc2C)cc1	2.7	-3.0	6	-24	7	-8	24	-0.8	-0.9	51
COc1ccc(S(=O)(=O)Nc2cccc3c2O[C@H](CN(C)C(=O)NC2CCCCC2)[C@@H](C)CN([C@H](C)CO)C3=O)cc1	1.9	1.2	-5	-9	-1	2	9	0.2	0.3	2
O=C1OCC(c2ccccc2)=C1c1ccccc1[N+](=O)[O-]	3.7	0.3	·	11	0	1	-11	0.8	-0.4	-19
C=CCNC(=O)NC(=O)COC(=O)/C(C#N)=C/c1cc(C)n(CCC(C)C)c1C	3.9	0.6	·	-14	·	3	14	-3.3	0.3	8
